# NCI-60 one-dose screen, 48 h, at 10 µM unless noted. Numbers give growth in % (100 = growth as untreated, 0 = no growth, -100 = all killed).
# HL-60(TB) – HL-60(TB) leukemia cells. 78,000 compounds, 9% hits; active means growth percent below 10
# The depositor's hits bear a star; & = joins results of further samples; [ ] = another dose, or the depositor's remark. An excerpt, so the mix of outcomes need not match the whole.
SMILES | HL-60(TB)
Cc1ccc(/C(N)=N/c2sc(-c3ccccc3)nc2-c2ccccc2)cc1 | 87.0
O=c1ssc(=Nc2ccc(Cl)cc2)n1-c1ccc(Cl)cc1 | 71.9
COc1ccc(C(C)n2cc(-c3ccccc3)nn2)cc1OC1CCCC1 (stereo not drawn) | 92.4
CCN(CC)CC(=O)Nc1ccc2ncnc(Nc3ccc(Oc4cccc(F)c4)c(Cl)c3)c2c1 | 16.2
Cc1cc(NC(=O)/C=C/c2ccc([N+](=O)[O-])cc2)ccc1S(=O)(=O)F | 98.5
Cc1nc2sc(C(=O)Nc3cccc4ccccc34)c(N)c2cc1C(C)O (stereo not drawn) | -24.1*
O=c1cc(-c2ccccc2)nc(SCc2nc3cc(Cl)c(Cl)cc3[nH]2)[nH]1 | 100.8
Nc1ccn(C2OC(CCl)C(O)C2O)c(=O)n1 (stereo not drawn) | 81.5
CCOC(=O)C(=CNc1ccc(-c2cn3c(n2)sc2cc(Oc4ccnc(C(=O)NC)c4)ccc23)cc1)C(=O)OCC | 100.7
CN1C(=O)N(C)C2NC(=[N+]3CCOCC3)NC21 (stereo not drawn) | 94.5
CCN1C(=S)N(CC)C2Nn3c(s/c(=C4\C(=O)N(C)c5ccccc54)c3=O)=NC21 (stereo not drawn) | 6.5*
C=C(Cl)C(O)CO (stereo not drawn) | 80.2
CCOC(=O)Nc1cc(Cl)c([N+](=O)[O-])c(N)n1 | 108.2
O=C1CSC(=S)N1/N=C/c1ccccc1O | 99.5
COc1ccccc1N1CCN(C(=O)CCCl)CC1 | 102.6
Cc1ccc(C2CC(c3cccc(Nc4ccncc4)c3)=Nc3c(N)nc(N)nc3N2)cc1 (stereo not drawn) | 33.7
CC1(C)OC(=O)C(=NNc2cccc3c2C(=O)c2ccccc2C3=O)C(=O)O1 | 93.5
COc1cc(C(=O)/C=C/c2c(C(F)(F)F)nc3sccn23)cc(OC)c1OC | -20.0*
Clc1ncnc2nc[nH]c12 | 101.4
OCC1CCN(c2ccc3nnc(Cl)n3n2)CC1 | 98.2
CCOc1cc2c(cc1OCC)C(c1cc(Cl)c(O)c(OCC)c1)NCC2 (stereo not drawn) | 95.3
C=CCNC(=S)NCCO | 131.5
Nc1cccc(I)c1 | 95.1
CCCCCCC(C)NCCOC(=O)c1ccc([N+](=O)[O-])cc1 (stereo not drawn) | 102.9
C=CCn1c(SCC(=O)Nc2ccc(C(=O)/C=C/c3cc(OC)c(OC)c(OC)c3)cc2)nnc1-c1cc(-c2ccc(S(C)(=O)=O)cc2)nc2ccccc12 | 69.8

# Reprinted from the entries so far, 2 compounds:
SMILES | HL-60(TB)
Cc1ccc(/C(N)=N/c2sc(-c3ccccc3)nc2-c2ccccc2)cc1 | 87.0
O=c1ssc(=Nc2ccc(Cl)cc2)n1-c1ccc(Cl)cc1 | 71.9

# The list goes on.
SMILES | HL-60(TB)
Cc1nn(-c2ccccc2)c2c1oc(=O)c1cc(Cl)ccc12 | 84.3
COC(=O)[C@H](Cc1c[nH]c2ccccc12)NC(=O)[C@H](C)NCc1cccnc1 | 104.2
CCN1C(=O)/C(=c2\sc3n(c2=O)C2C(NN=3)N(CC)C(=S)N2CC)c2ccccc21 (stereo not drawn) | 87.4
Cc1cc2ccccc2c(Br)c1C | 109.6
CN(C)Cc1cc(C(C)(C)C)cc(C2CCCCC2)c1O | 116.1
NC(N)=Nc1nc2ccccc2o1 | 124.0
O=C(/C=C/Nc1ccc(S(=O)(=O)O)cc1)c1ccc(Cl)cc1 | 105.7
CN(C)CCCOc1c(Br)cc(/C=C/C(=O)N(C)CCc2cc(Br)c(OCCCN(C)C)c(Br)c2)cc1Br | 81.9
COc1ncc2cc1NS(=O)(=O)c1cccc(c1)C(=O)NCC1=CC=C(S1)c1ncnc3c1SC2=C3C | -10.8*
COc1nc(OCCOC(=O)C(=O)c2c[nH]c3ccccc23)ccc1CNCCNC(C)=O | 100.8
CCCCNC(=O)NS(=O)(=O)c1ccc(N2N=C(c3ccc(C)cc3C)CC2c2ccc(N(C)C)cc2)cc1 (stereo not drawn) | 14.4
CC(C)OC(=O)NNC(=O)c1ccncc1 | 85.2
CCn1cc(C(=O)N[C@H]2C(OC(C)=O)[C@@H](OC(C)=O)C(COC(C)=O)O[C@H]2OC(C)=O)c(=O)c2ccc(C)nc21 (stereo partly drawn) | 100.6
CC(=O)Nc1ccc(C(C)(C)c2ccccc2)cc1 | 96.0
COc1ccccc1N1CCN(Cc2c[nH]c3ncnc(OC)c23)CC1 | 83.7
CCOC(=O)CC1CSC(c2cccc(Cl)c2)=N1 (stereo not drawn) | 98.8
O=C(Nc1cccc2[nH]c(C(F)(F)F)nc12)c1ccc(F)cc1 | 49.6
CCOC(=O)CCN(Cc1ccco1)C(=O)OCC | 103.2
O=c1[nH][nH]c(-c2ccc(F)cc2)c1-c1nc2ccccc2s1 | 103.0
CCOC(=O)c1sc2ncnc(Nc3ccc(NC(=O)Nc4ccc(Cl)cc4)cc3)c2c1C | 91.4
Cc1cc(C)c(C2=NO[C@H]3c4ccccc4OC[C@@H]23)c(C)c1 | 98.8
CC(=O)C1CC=C(C)CC1 (stereo not drawn) | 89.4
CCC1NC(=O)C(NC(=O)c2ncccc2O)C(C)OC(=O)C(c2ccccc2)NC(=O)C2CC(=O)CCN2C(=O)C(Cc2ccc(N(C)C)cc2)N(C)C(=O)C2CCCN2C1=O (stereo not drawn) (tested in a mixture with another compound) | 42.5
[O-]c1on[n+]2c1Cc1ccccc1C2 | 98.9
COc1ccc(-c2cn(-c3ccc(-n4cc(-c5ccc(OC)cc5)[nH]c4=O)cc3)c(=O)[nH]2)cc1 | 99.5
CC(C)c1[nH]oc(=O)c1/C=C1\C=c2ccccc2=N1 | 99.3
COC(=O)c1cc(-c2ccc(F)cc2)[nH]c(=O)c1C#N | 95.6
O=C1Nc2cccc3c2N(CCC3)C2=C1CCC2 | 96.0
CC(C)(C)C1CCCCC1O (stereo not drawn) | 98.5
COC(=O)C1CCC(=O)N1C(=O)NC1CCCCC1 (stereo not drawn) | 94.3
O=C(/C=C/c1ccc(Cl)c(Cl)c1)c1ccc(Cl)c(Cl)c1 | 94.8
CC(C)(C)n1cc(-c2ccnc(NCCNS(=O)(=O)c3cccc4ccccc34)c2)c(-c2cccc(O)c2)n1 | 71.0
COc1ccc(/C=C/C(C)=O)cc1 | 94.3&101.2
CCOc1ccc(C(=O)Nc2sc3c(c2C(N)=O)CCC3)cc1 | 53.4
N#CCNC(=O)c1ccc(-c2nc3ccc4[nH]ncc4c3c3c2CCCC3)cc1 | 102.6
COC(=O)[C@]12CCC(C)(C)C[C@H]1C1=CC[C@@H]3[C@@]4(C)/C(=C/c5ccco5)C(=O)/C(=C\c5ccco5)C(C)(C)[C@@H]4CC[C@@]3(C)[C@]1(C)CC2 | 95.3
CC(C)OC(=O)C1OC1(C)c1ccccc1 (stereo not drawn) | 69.5
CC(=O)c1ccc(NC(=O)COc2ccc(C3SCC(=O)N3c3ccc(C)cc3)cc2)cc1 (stereo not drawn) | 102.7
C=C1CC[C@@H]2[C@](C)(COC(C)=O)[C@H](OC(C)=O)CC[C@@]2(C)[C@@H]1CC(Nc1ccc(S(=O)(=O)Nc2nccs2)cc1)C1=CCOC1=O (stereo partly drawn) | -20.9*
CC1=C(C)C2C(=O)OC(=O)C2CC1 (stereo not drawn) | 91.9
O[C@@H]1Cc2ccc3ccccc3c2N[C@H](c2ccoc2)C1 | 105.1
C[C@]12CC[C@H]3[C@@H](CC=C4c5nc(-c6ccccc6O)sc5CC[C@@]43C)[C@@H]1CC[C@@H]2O | 99.9
N=c1sc(Cc2ccc(F)cc2)cn1CC(=O)c1ccc(Br)cc1 | 98.9
CCN1CC(=O)N(/N=C2\C(=O)Nc3ccccc32)C1=S | 82.7
COc1ccc(C2=Nc3c/c(=C\c4c(O)[nH]c5ccccc45)ccc3=N2)cc1 | 85.3
COc1ccc(/C=C2\C(=O)N(Cc3ccco3)SC2=S)c(OC)c1OC | 97.5
COC(=O)C1C2CC3c4[nH]c5cc(OC)ccc5c4CCN3CC2CC(OC2CCCCO2)C1OC (stereo not drawn) | 98.7
Oc1ccccc1-c1nc2c3ccccc3c3ccccc3c2o1 | 88.0
COc1ccc(C(=O)CSc2nc(C)c(C)n2Nc2ccccc2)cc1 | 87.1
Cc1ccc(CC(=O)O)c(C)c1 | 98.0

# (continued)
SMILES | HL-60(TB)
O=C(CCn1cc(F)c(=O)[nH]c1=O)NO | 103.3
CCCCCCCCCCCCCCCCCC(=O)Nc1ccc(C)cc1NC(=O)CCCCCCCCCCCCCCCCC | 99.3
ClC(Cl)c1nc(-c2cccs2)n2nc(-c3ccccc3)cc2n1 | 0.6*
N#CC(C#N)N=Nc1cc(Cl)ccc1Cl | 85.2
CCOC(=O)C(C#N)C(C)(C)C#N (stereo not drawn) | 95.4
O=C(Oc1ccc([N+](=O)[O-])cc1)c1ccc(CBr)cc1 | 71.8
C=C1C(=O)O[C@H]2[C@H]1CC/C(COC(=O)NCc1ccc(Cn3c(=O)sn(CCI)c3=O)cc1)=C\CC[C@@]1(C)O[C@@H]21 | 0.6*
CCCCCCCCCCCCOC(=O)CCN1CC1 | 104.3
O=C(Nc1ncc(Cc2cccc3ccccc23)s1)c1cc(Br)cs1 | 78.5
N#C/C(=C\c1cc(Cl)cc(Cl)c1O)C(/C(C#N)=C/c1cc(Cl)cc(Cl)c1O)c1ccc2c(c1)OCO2 (stereo not drawn) | 96.8
O=C(O)c1cc(NC(=O)C(Cl)Cl)cc(N2C(=O)CSC2=S)c1 | 104.8
O=C(C[n+]1ccccc1/C=N/O)c1ccccc1 | 103.5
CC1(C)CC(C(=O)O)C(=O)O1 (stereo not drawn) | 111.0
CCOC(=O)C1=C(C)NC(C)=C(C(=O)OCC)C1c1cn[nH]c1-c1ccc(OCc2ccccc2)cc1 | 64.7
O=NNc1ccc2cccnc2n1 | 90.3
C[C@H](c1nc2ccccc2nc1NC(C)(C)C)[C@H]1CC[C@H]2[C@@H]3CCC4=CC(=O)CC[C@]4(C)[C@H]3CC[C@]12C | 12.5
O=C1/C(=C\c2cccnc2)SC(=S)N1CCc1ccc(O)cc1 | 18.0
CC1=C[C@H]2c3c(c(O)c(O)c4oc5cc(O)ccc5c(=O)c34)[C@H](c3cc(O)c(O)c4oc5cc(O)ccc5c(=O)c34)[C@H]2C(C)(C)C1 | 17.8
Cc1cc(C)c(C#N)c(Sc2nc(C)c([N+](=O)[O-])c(C)c2C#N)n1 | 66.2
O=C(CCCCC(=O)N(CCO)CCO)N(CCO)CCO | 98.6
O=C(/C=C(O)/C=C/c1ccc(F)cc1)/C=C/c1ccc(F)cc1 | 97.9
O=C(Nc1ccc(Oc2ccc(F)cc2)c(Cl)c1)c1cccnn1 | 56.3
COc1ccc(CN(N=O)c2ccc(C(=O)O)cc2)cc1 | 66.8
COc1cc(/C(C)=C(\c2ccc(Cl)cc2)c2ccc(OCCN(C)C)cc2)ccc1F | 54.4
COc1ccc2oc(=O)cc(Cn3cc(Cn4c(C)cc(=O)n(Cc5cn(Cc6cc(=O)oc7ccc(OC)cc67)nn5)c4=O)nn3)c2c1 | 102.8
C/C(=N\Nc1ccc(C(=O)O)cc1)c1cnn(-c2cc(=O)[nH]c3ccccc23)c1C | 101.8
N#Cc1c(C(F)(F)F)cc(=O)[nH]c1O | 101.4
CC1CCCC2C1NC(=O)[C@]21N2CCC[C@@H]2[C@@H](C(=O)C2CCCCC2)[C@]12C(=O)NC1CCCCC12 (stereo partly drawn) | 95.6[20 µM]
Cc1nc2cc(NC(=O)/C=C/c3ccc(Cl)cc3)ccc2c(=O)[nH]1 | 100.7
COc1cc(/C=C/C(=O)Oc2ccc(/C=C/c3cc(OC(=O)/C=C/c4cc(OC)c(O)c(OC)c4)cc(OC(=O)/C=C/c4cc(OC)c(O)c(OC)c4)c3)cc2)cc(OC)c1O | 89.2
O=C(Nc1ccc(Cl)cc1)c1cc2ccccc2cc1OP(=O)(O)O | 37.3
c1ccc2c(c1)O[As](O[As]1Oc3ccccc3O1)O2 | -28.3*
C=CC(=O)c1c(C)cc(C)cc1C | 94.2
CC(C)(C#N)c1cc(F)cc(C(=O)Nc2cc(Nc3ncccc3-c3ncnc4nc[nH]c34)ccc2F)c1 | 13.9
CCCCCCCCCCCCCCCCCCOc1ccccc1CC(=O)OCC[N+]1(C)CCCCC1 | -5.1*
O=C(Nc1ccc(Oc2cccc(F)c2)c(Cl)c1)c1cccnc1 | 12.1
CC[C@]12C=CCN3CC[C@@]4(c5cc(NC(=O)CCC(=O)O[C@H]6CC[C@H]7[C@@H]8CC[C@H]9CC(=O)CC[C@]9(C)[C@H]8CC[C@]67C)c(OC)cc5N(C)[C@H]4[C@@](O)(C(=O)OC)[C@@H]1OC(C)=O)[C@@H]32 | 38.6
COc1ccc(C2=Nc3c(N)nc(SC)nc3NC(c3ccc4c(c3)OCO4)C2)cc1 (stereo not drawn) | 65.7
CC(=O)c1sc(N2N=C(c3ccc(Cl)cc3)CC2c2cccnc2)nc1C (stereo not drawn) | 97.0
O=C(Nc1ccc(NC(=O)c2cc(O)c(O)c(O)c2)cc1)c1cc(O)c(O)c(O)c1 | 62.4
NC(N)=Nc1ccc(/C=C2\C=Cc3ccccc32)cc1 | 61.6
O=C1CSC(c2ccccc2Cl)N1Cc1ccc2c(c1)OCO2 (stereo not drawn) | 94.1
CC1=NN(c2cn3c(-c4ccc(C)cc4)csc3n2)C(=O)C1 | 109.7
COC1C(=O)CCC2(CO2)C1(O)C1(C)OC1CCC(C)C (stereo not drawn) | 68.0
O=C(Nc1cccc(-c2nc3ccccc3c(=O)[nH]2)c1)c1ccccc1 | 94.8

# Shown as labelled records: 3 of the compounds above
Compound: C=CC(=O)c1c(C)cc(C)cc1C
  HL-60(TB) = 94.2

Compound: CC(C)(C#N)c1cc(F)cc(C(=O)Nc2cc(Nc3ncccc3-c3ncnc4nc[nH]c34)ccc2F)c1
  HL-60(TB) = 13.9

Compound: CCCCCCCCCCCCCCCCCCOc1ccccc1CC(=O)OCC[N+]1(C)CCCCC1
  HL-60(TB) = -5.1*

# Source: PubChem
